Screening data as filed in PubChem BioAssay.
KB-3-1 tox – qHTS assay for MDR1-selective chemotherapeutics: Primary screen using the parental adenocarcinoma cell KB-3-1. KB-3-1 viability, CellTiter-Glo ATP luminescence, 72 h. AID 1347075, 2019. Potency, µM (doses to about 46.1 µM), for inactives: at the highest dose activity change, negative = cytotoxic, actives largely listed as cytotoxic. hit rate 1.4% among 400,000; also: potency is read from the fitted curve at half-maximal effect; % is scaled to controls: 0 for no effect and ±100 for the full control effect; nearly all actives have a fitted effect of over 60% in size
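KB-3-1 parental drug-naive adenocarcinoma cells in DMEM/10% FBS, incubated 72 h at 37 C with pin-transferred compounds across a concentration series. Viability by CellTiter-Glo luminescence; concentration-response curves fitted after normalization.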
HT1080 IDH1KD tx – qHTS for induction of synthetic lethality in tumor cells producing 2HG: qHTS for the HT-1080-IDH1KD cell line; HT-1080 IDH1 knockdown viability, ATP luminescence, 48 h; hit rate 2% among 360,000; Potency, µM (top dose mostly 46.1 µM), without a hit: at the top dose activity, negative = toxicity, usual class: cytotoxic;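 also: potency is read from the fitted curve at half-maximal effect; 0% = DMSO wells and -100% = cell-free medium wells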
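Viability of IDH1-knockdown HT-1080 fibrosarcoma cells was assessed by CellTiter-Glo after 48 h at 37 °C with titrated compound; concentration-effect curves were classified by fit quality and response size.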
IL1B secr inh – qHTS for Inhibitors of Inflammasome Signaling: IL-1-beta AlphaLISA Primary Screen | hit rate 4.7% among 360,000 | activity change, % at 57.5 µM | THP-1 LPS/ATP IL-1B secretion, AlphaLISA, 16 h; stronger effect = lower value | AID 743279, 2014; in the data active = activity change below about -50%; inconclusive = mostly about -30% to -49%; also: % is scaled to controls: 0 for no effect and ±100 for the full control effect
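Secreted IL-1B measured by AlphaLISA bead assay after 16 h compound exposure of THP-1 cells; compounds (final up to 57.5 uM) added 1 h before LPS (250 ng/mL) and ATP (1.25 mM) stimulation; lower signal means less secretion.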
SW480 rereplic – A quantitative high throughput screen for small molecules that induce DNA re-replication in SW480 colon adenocarcinoma cells. SW480 DNA re-replication, Hoechst DNA content imaging, 48 h. Potency, µM (highest dose often 46.1 µM), for the others: at the highest dose re-replication activation, actives largely listed as activators. hit rate 1.8% among 340,000. AID 624297, 2012; also: potency is read from the fitted curve at half-maximal effect; % of control where 0% means no effect; nearly all actives have a fitted effect of over 55% in size
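First, 250 cells per well were seeded. Next, compound or vehicle (23 nL) was pinned in, plates sat 48 hr at 37 C. Finally Hoechst was added for 40 min before fluorescence scanning.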
GLP1R ag – qHTS of GLP-1 Receptor Agonists; Glucagon-like peptide 1 receptor (Homo sapiens), P43220; HEK293 GLP-1R CRE-luciferase, luminescence, 4-6 h; cells express a hypersensitive GLP-1R form; Potency, µM (doses to about 45.6 µM), for the others: top-dose activation, hits mostly activators; hit rate 0.007% among 380,000; AID 624172, 2012; also: potency is read from the fitted curve at half-maximal effect; % of control where 0% means no effect
Target sequence (P43220 whole entry, looked up): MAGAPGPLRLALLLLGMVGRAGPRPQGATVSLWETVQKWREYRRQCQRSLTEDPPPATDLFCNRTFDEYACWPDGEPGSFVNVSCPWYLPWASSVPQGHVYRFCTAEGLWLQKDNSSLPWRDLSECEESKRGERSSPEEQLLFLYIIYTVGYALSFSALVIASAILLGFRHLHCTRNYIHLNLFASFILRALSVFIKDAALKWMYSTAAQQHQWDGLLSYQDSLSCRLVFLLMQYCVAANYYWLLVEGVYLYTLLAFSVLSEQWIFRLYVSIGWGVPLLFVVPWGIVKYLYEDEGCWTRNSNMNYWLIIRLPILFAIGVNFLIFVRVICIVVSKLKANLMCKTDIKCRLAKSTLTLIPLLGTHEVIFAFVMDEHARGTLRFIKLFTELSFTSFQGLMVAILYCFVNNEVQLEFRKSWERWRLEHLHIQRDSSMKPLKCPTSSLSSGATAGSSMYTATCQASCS
HT1080NT lethal – qHTS for induction of synthetic lethality in tumor cells producing 2HG: qHTS for the HT-1080-NT fibrosarcoma cell line; HT-1080-NT fibrosarcoma viability, CellTiter-Glo ATP luminescence, 48 h; Potency, µM (titrated, usually from 46.1 µM), without a hit: at the top dose activity, negative = less viability, usual class: cytotoxic; hit rate 1.6% among 360,000; AID 686970, 2013;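 also: NT is the 2HG producing partner of a matched IDH1 knockdown line; potency is read from the fitted curve at half-maximal effect; 0% = DMSO-treated cells and -100% = media-only wells without cells; nearly all actives have a fitted effect of over 55% in size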
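Viability by CellTiter-Glo luminescence after 48 h compound exposure at 37C of HT-1080-NT cells (750/well, RPMI, 5% FBS). % activity scaled between DMSO wells and medium-only wells, then curve-fitted and categorized by curve class.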
KB-V1 MDR tox – qHTS assay for MDR1-selective chemotherapeutics: Primary screen using the drug-selected MDR subline cells KB-V1; KB-V1 MDR cells viability, CellTiter-Glo, 72 h; hit rate 3.4% among 400,000; Potency, µM (doses to about 46.1 µM), for the others: at the highest dose activity change, negative = cytotoxicity, actives largely listed as cytotoxic; also: potency is read from the fitted curve at half-maximal effect; % is scaled to controls: 0 for no effect and ±100 for the full control effect; nearly all actives have a fitted effect of over 60% in size
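In this primary screen, KB-V1 cells overexpressing P-gp are incubated with library compounds (lowest to highest concentration) for 72 h at 37 degrees C before a luminescent ATP viability read.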
DRD3 antagonist – qHTS of D3 Dopamine Receptor Antagonist: qHTS. D(3) dopamine receptor (Homo sapiens), P35462. D3R cells, DiscoveRx beta-arrestin luminescence, antagonist mode; stronger effect = lower value. max response, negative = inhibition, %. hit rate 2.5% among 360,000. AID 652054, 2013; in the data active = max response below about -50%; inconclusive = no clear call, values can overlap the other calls; also: % is scaled to controls: 0 for no effect and ±100 for the full control effect; mostly tested at two doses, the higher about 12 µM
Target sequence (P35462 whole entry, looked up): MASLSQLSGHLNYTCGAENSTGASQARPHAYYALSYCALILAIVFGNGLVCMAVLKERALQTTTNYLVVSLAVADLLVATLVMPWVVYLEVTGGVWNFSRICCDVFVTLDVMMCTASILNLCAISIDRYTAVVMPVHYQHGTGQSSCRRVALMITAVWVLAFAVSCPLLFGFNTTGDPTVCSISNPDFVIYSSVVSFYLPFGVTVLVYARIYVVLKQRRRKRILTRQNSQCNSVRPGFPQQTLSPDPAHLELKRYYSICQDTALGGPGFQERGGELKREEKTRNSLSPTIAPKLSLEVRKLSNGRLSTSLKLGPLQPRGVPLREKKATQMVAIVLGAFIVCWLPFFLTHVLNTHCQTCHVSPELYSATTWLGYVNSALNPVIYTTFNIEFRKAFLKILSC
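Cells expressing the human receptor were seeded at 1500 cells/well, incubated overnight at 37 degrees C in 5% CO2, then exposed to library compounds with dopamine controls for 90 minutes at 37 degrees C before luminescent detection.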
D3 ag – qHTS of D3 Dopamine Receptor Agonist: qHTS; D(3) dopamine receptor (Homo sapiens), P35462; D3R DiscoveRx beta-arrestin cells, luminescence, 90 min; max activation, %; hit rate 0.58% among 410,000; AID 652048, 2013; in the data active = max activation above about 30%; also: 0% is about no effect; mostly tested at two doses, the higher about 12 µM
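Agonist mode: compounds and dopamine controls were applied to plated cells for 90 min at 37 degrees C after an overnight attachment at 1500 cells/well. Luminescent read-out followed 30 - 60 minutes at room temperature with DiscoveRx detection reagent.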
The depositor's hits bear a star; ? = inconclusive; . = not tested or not shown; [ ] = remark or other dose. Unless noted, calls follow the shape of the dose curve; as a rule, active = well fitted curve in the direction sought with a large enough effect; inconclusive = small, poorly fitted or top-dose-only effect, or another doubt; inactive = no such curve, though single readings can be large; an effect the other way counts as inactive or inconclusive.

entry	Molecule	KB-3-1 tox	HT1080 IDH1KD tx	IL1B secr inh	SW480 rereplic	GLP1R ag	HT1080NT lethal	KB-V1 MDR tox	DRD3 antagonist	D3 ag
1	Cc1ccccc1C1CC(c2ccc(F)cc2)Nc2nc(N)nn21 (stereo not given)	-24.2%	0.5%	-0.4	-4.7%	6.0%	-4.4%	11.9%	0.5	-3.7
2	O=C(CCCN1C(=O)/C(=C/c2ccc(F)cc2)SC1=S)NC1CCS(=O)(=O)C1 (stereo not given)	-29.9%	-16.3%	19.1	1.9%	-6.4%	-3.1%	?	8.8	3.7
3	COc1cc(NC(=O)c2ccc(C(C)(C)C)cc2)c(OC)cc1NC(=O)CN1CCCCC1	?	-2.5%	-23.5	26.4%	3.0%	0.3%	?	12.2	0.5
4	CN(C)c1ccc(/C=[N+](\[O-])C2SC(=S)N(C)C2(C)C)cc1 (stereo not given)	-1.7%	11.5%	-6.8	0.6%[9.22 µM]	-3.6%	3.2%	5.9%	-13.6	-0.8
5	CN(c1ncnc(N)c1[N+](=O)[O-])C1CCS(=O)(=O)C1 (stereo not given)	0.5%	5.4%	6.5	-64.1%[inhibitor]	-2.2%	0.3%	13.8%	14.7	2.7
6	O=C(C1CCCN(S(=O)(=O)c2cnc[nH]2)C1)N1CCN(c2ccc(Cl)cc2)CC1 (stereo not given)	3.8%	-1.7%	12.5	4.2%	-0.9%	-4.8%	-12.2%	3.6	-1.5
7	C[C@H](NC(=O)c1nc[nH]c1C(=O)NCc1ccccc1)c1ccccc1	4.6%	-3.6%	11.2	-1.2%	-1.2%	1.0%	12.7%	-5.9	10.3
8	C[C@@]12C(=O)N(c3cccc(Br)c3)C(=O)N1[C@H](c1ccc(Cl)cc1)[C@@H]1C(=O)N(C3CCCCC3)C(=O)[C@@H]12	0.0%	-9.9%	-60.3*	?	-5.0%	0.0%	?	-1.4	-0.1
9	CCCCn1nnnc1C(c1cc2ccccc2o1)N1CCN(c2ccncc2)CC1 (stereo not given)	-24.7%	?	-60.8*	.	-4.9%	?	?	-4.5	-17.4
10	Cn1c(=O)[nH]c(=O)c2c1nc(SCCN1CCCCC1)n2CCCc1ccccc1	-12.2%	0.2%	-22.1	-3.2%	-5.4%	-7.5%	-28.7%	-68.2*	3.4
11	COc1ccc(CCNC(=O)C(=O)NCC2OCCN2S(=O)(=O)c2ccc3c(c2)OCCO3)cc1 (stereo not given)	.	-2.1%	-10.5	22.4%	-7.4%	-0.7%	.	-12.1	2.0
12	CCOC(=O)N1CCN(C(=O)C2CC(=O)N(c3ccccc3)C2)CC1 (stereo not given)	-2.1%	12.0%	0.0	-3.8%	1.4%	7.9%	17.0%	4.7	0.8
13	COCCNC(=O)C1(C)CCCN(C(=O)c2ccc(C#N)cc2)C1 (stereo not given)	0.0%	2.0%	21.8	.	-2.1%	?	6.4%	6.6	5.1
14	O=C(COc1ccc(Br)cc1)Nc1ccc(Cc2ccncc2)cc1	-1.0%	5.7%	-11.3	-10.3%	-3.8%	19.8%	?	0.0	2.8
15	COC(=O)c1cccc(NC(=O)COC(=O)CSc2nc(C)cc(C)n2)c1	2.5%	8.3%	-8.7	-13.6%	-10.5%	3.9%	22.6%	13.5	4.0
16	CCc1ccccc1NS(=O)(=O)c1c(C(=O)N2CCCCCC2)c(C)n(C)c1C	19.1%	-0.3%	-7.2	0.5%	5.6%	-2.4%	?	4.6	-9.0
17	O=C(Nc1cccc2oc(=O)ccc12)c1ccc([N+](=O)[O-])cc1[N+](=O)[O-]	?	6.4%	11.0	16.4µM*	9.3%	0.6%	?	-15.7	6.9
18	COc1ccc(CCn2c(NCc3ccco3)nc3c2c(=O)[nH]c(=O)n3C)cc1	-0.4%	-0.9%	15.0	1.6%	11.4%	9.7%	0.4%	45.9	0.5
19	CCCn1c(=O)n(C)c(=O)c2c(SCC(=O)NCc3ccco3)nc(C3CC3)nc21	-10.7%	-3.3%	31.0	15.8%	-34.5%[inhibitor]	-6.5%	?	?	-3.7
20	Cc1ccc(S(=O)(=O)NCc2ccc3c(c2)OCO3)cc1C	4.5%	-1.6%	-2.1	3.7%	1.7%	-1.0%	2.1%	?	-5.8
21	N#C/C(=C\Nc1ccccc1SC(F)(F)F)c1nc(-c2ccc(Cl)cc2)cs1	26.0%	5.7%	35.7	0.6%	-4.7%	6.9%	0.0%	12.1	11.7
22	CN(C(=O)Cn1c(=O)oc2cc(S(=O)(=O)N3CCCC3)ccc21)C1CCCCC1	-9.4%	-10.5%	-2.6	-2.3%	-5.8%	0.3%	-1.2%	1.4	2.6
23	Oc1cccc(N2Cc3ccccc3C2)c1	6.6%	0.0%	11.1	-5.7%	1.2%	17.7%	12.7%	10.4	0.8
24	COc1ccc(S(=O)(=O)N2C[C@H]3CON(C)[C@H]3C[C@H]2c2cccc(Br)c2)cc1	0.2%	1.3%	-1.2	-5.2%[9.22 µM]	-0.1%	-7.2%	-17.2%	0.3	10.4
25	CC(C)c1ccc(NC(=O)COC(=O)[C@H](CCC(N)=O)NC(=O)c2ccc(F)cc2)cc1	4.4%	-1.6%	5.1	-0.4%	2.7%	10.6%	-11.5%	0.2	2.7
26	CCCCOc1ccc(/C(O)=C2/C(=O)C(=O)N(CCN(C)C)C2c2ccc(O)c(OC)c2)cc1 (stereo not given)	-5.1%	3.0%[9.24 µM]	19.1	-0.1%	-2.3%	2.5%	2.3%	-24.6	-1.6
27	O=C1NC2(NN1c1ccccc1)C1CC3CC(C1)CC2C3 (stereo not given)	17.8%	-7.9%	25.4	-1.8%[9.22 µM]	-2.0%	-3.1%	0.0%	?	2.5
28	Clc1ccc2nc(CSc3nnc(-c4c[nH]c5ccccc45)o3)cn2c1	-3.0%	7.0%	5.9	-3.1%	-0.1%	-8.7%	-6.8%	16.3	0.6
29	Cc1ccc(C(=O)N2CCc3ccccc32)cc1[N+](=O)[O-]	4.7%	2.3%	28.0	1.0%	4.3%	1.8%	?	6.1	2.6
30	O=C(NCc1ccco1)/C(=C\c1cccs1)NC(=O)c1ccco1	17.1%	4.9%	-7.7	-1.5%	3.0%	1.4%	22.7%	5.2	-3.0
31	Cc1cc(C)cc(N=C2SC(CC(=O)Nc3ccccc3)C(=O)N2CCN2CCOCC2)c1 (stereo not given)	0.2%	-23.2%	?	-8.0%	1.1%	-24.8%	-20.7%	16.6	-0.8
32	COc1ccc(NC(=O)c2sc3nc(C)cc(C)c3c2N)cc1	-4.0%	11.4%	0.0	?	22.7%	15.2%	1.0%	5.2	6.6
33	COc1cc(OC)cc(C(=O)N=c2sc3ccccc3n2C)c1	0.3%	13.6%	6.3	-37.5%[inhibitor]	4.0%	11.9%	-6.4%	13.3	-1.2
34	Cc1cccc(C)c1N(CC(=O)NC1CCCCC1)C(=O)c1csnn1	5.6%	12.3%	33.0	0.9%	3.1%	13.7%	?	13.3	-31.0
35	C[C@H]1CN=C(N(C)C)N1CCc1cccc(F)c1	14.6%	4.1%	20.2	?	6.0%	-7.3%	?	11.5	8.3
36	CN(C)S(=O)(=O)c1ccc(C(=O)Nc2nnc(-c3ccco3)o2)cc1	?	-20.3%	-0.6	?	0.4%	-18.9%	?	-20.8	-0.7
37	COc1ccccc1N1CCN(C(=O)c2ccc(NC3=NC4CS(=O)(=O)CC4S3)cc2)CC1 (stereo not given)	0.0%	-0.6%	-15.0	1.1%	-0.9%	2.1%	7.7%	-16.8	0.4
38	O=C(NC1CCCc2ccccc21)C1CCCN(S(=O)(=O)c2cnc[nH]2)C1 (stereo not given)	-2.7%	10.3%	-14.7	-1.3%	-11.1%	0.4%	5.0%	34.0	2.3
39	O=C(NC1=NCCS1)c1ccc(Cl)c(S(=O)(=O)N2CCc3ccccc32)c1	?	0.6%	0.0	-10.7%	16.2%	10.3%	13µM*	-2.0	2.6
40	Cc1ccc(-c2csc(NC(=O)C3=NN(C4CCS(=O)(=O)C4)C(=O)CC3)n2)cc1 (stereo not given)	-6.3%	-0.4%	-1.3	6.2%	0.1%	-1.8%	-7.3%	5.2	-2.5
41	Cn1c(CN2CCOCC2)nnc1SCC(=O)NC1CCCCC1	16.2%	10.8%	-3.9	-1.5%	-8.8%	1.3%	-1.4%	-0.4	1.3

Reformatted: entries from further up.
12. CCOC(=O)N1CCN(C(=O)C2CC(=O)N(c3ccccc3)C2)CC1 (stereo not given)
13. COCCNC(=O)C1(C)CCCN(C(=O)c2ccc(C#N)cc2)C1 (stereo not given)
entry no.	12	13
KB-3-1 tox	-2.1%	0.0%
HT1080 IDH1KD tx	12.0%	2.0%
IL1B secr inh	0.0	21.8
SW480 rereplic	-3.8%	.
GLP1R ag	1.4%	-2.1%
HT1080NT lethal	7.9%	?
KB-V1 MDR tox	17.0%	6.4%
DRD3 antagonist	4.7	6.6
D3 ag	0.8	5.1
